NOD1 inhibition – inhibition of NOD1-driven NF-kB reporter – cell-based, luminescence, uHTS, primary screen (AID 1578); NOD1-driven NF-kB luciferase reporter cells, luminescence; higher % means a stronger effect; one-dose inhibition, % at 4 µM; EC50 in µM for titrated hits; hit rate 1% among 290,000; in the data active = inhibition mostly above about 36%, no sharp cut-off; inactive = mostly below about 34%;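 note: HEK-293T reporter cells stimulated with the NOD1 agonist gamma-tri-DAP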
KOR beta-arrestin-1 – KOR agonists, beta-arrestin recruitment, primary screen, cell-based, luminescence, uHTS (AID 1777). KOR beta-arrestin recruitment, luminescence; higher % means a stronger effect. hit rate 0.02% among 280,000. activation, % at 10 µM; hits with a dose series show EC50 in µM; in the data active = activation above about 50%, passing the limit was not always enough; note: a part of the inactive calls stands beside numbers as strong as those of hits
KOR beta-arrestin-2 – KOR antagonists, beta-arrestin recruitment, cell-based, luminescence, uHTS (AID 1778) | KOR beta-arrestin recruitment, luminescence, antagonist mode; higher % means a stronger effect | inhibition, % at 10 µM, or IC50 in µM where a hit was titrated | hit rate 0.091% among 290,000; in the data active = inhibition above about 50%; note: strong numbers were not always called active
HIV peptide binding – inhibitors of HIV fusion peptide binding, primary screen, biochemical, uHTS, fluorescence dequenching (AID 1986); inhibition, % at 20 µM; hits with a dose series show IC50 in µM; hit rate 0.3% among 290,000; cell-free peptide binding, fluorescence dequenching, 30 min; higher % means a stronger effect; in the data active = inhibition mostly above about 52%, no sharp cut-off; inactive = mostly below about 76%; note: some results filed as inactive read as strong as hits
Siah-1 displacement – blockers of Siah-1 interaction with plectin peptide – biochemical, fluorescence polarization, rhodamine-plectin, uHTS, primary screen (AID 1817). displacement, % at 20 µM, or IC50 in µM where a hit was titrated. hit rate 0.02% among 290,000. Siah-1 / rhodamine-plectin peptide fluorescence polarization; higher % means a stronger effect;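 active = displacement of at least 50% at 20 µM, with a fluorescence ratio check between 0.3 and a set limit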;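 note: plate controls were Siah plus tracer with DMSO for no effect and tracer alone without Siah for full effect; strong numbers were not always called active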
GPR55 activation – GPR55 agonists via beta-arrestin recruitment, primary screen, imaging, U2OS cells, beta-arrestin-GFP redistribution (AID 1961); hit rate 0.048% among 290,000; U2OS GPR55 beta-arrestin-GFP redistribution imaging; higher % means a stronger effect; one-dose activation, % at 10 µM; EC50 in µM for titrated hits;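 active = activation above 40% with more than 50 cells counted in the well; inconclusive = wells holding fewer than 50 cells, flagged as toxic or sparse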;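 note: U2OS osteosarcoma cells stably expressing GPR55 and beta-arrestin-GFP; plate controls were DMSO negative control for no effect and LPI positive control for full effect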
AID2073 – inhibitors of Mint1-CaV2.2 protein interaction, biochemical, HTRF (AID 2073); HTRF protein-protein interaction, Mint1-CaV2.2; higher % means a stronger effect; inhibition, % at 20 µM; hits with a dose series show IC50 in µM; hit rate 0.19% among 290,000; in the data active = inhibition mostly above about 51%, no sharp cut-off; inconclusive = no clear call, values can overlap the other calls; inactive = mostly below about 53%; note: some results filed as inactive read as strong as hits
GPR35 antagonists – GPR35 antagonists blocking zaprinast-driven arrestin recruitment, primary screen, imaging, U2OS, beta-arrestin-GFP, zaprinast agonist (AID 2058). U2OS GPR35 beta-arrestin-GFP translocation imaging, zaprinast antagonism; higher % means a stronger effect. hit rate 0.052% among 290,000. inhibition, % at 10 µM, or IC50 in µM where a hit was titrated;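 active = inhibition of at least 50% with at least 30 cells and total cytoplasm GFP at most 10,000,000; inconclusive = under 30 cells or total GFP of 10,000,000 plus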
GPR55 LPI antagonism – GPR55 antagonists blocking LPI-driven arrestin recruitment, primary screen, imaging, U2OS, beta-arrestin-GFP, LPI agonist (AID 2013) | U2OS GPR55 beta-arrestin-GFP translocation imaging, LPI antagonism; higher % means a stronger effect | inhibition, % at 10 µM, or IC50 in µM where a hit was titrated | hit rate 0.13% among 290,000;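 active = spots per cell inhibited over 60%, with over 100 cells counted and total cytoplasm intensity under 500,000; inconclusive = wells with under 100 cells, flagged as likely toxic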;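 note: U2OS cells stably carrying GPR55 and arrestin-GFP stimulated by 5 µM LPI near EC80; imaged beta-arrestin-GFP aggregate spots per cell after agonist stimulation; plate controls were LPI-stimulated DMSO wells for no effect and DMSO wells without LPI for full effect; some results filed as inactive read as strong as hits; confirmed hits need IC50 under 10 µM and bright autofluorescent wells are also inconclusive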
Starred values were filed as active, the others as inactive; u = inconclusive; x = no result given; [ ] = another dose, or the depositor's remark. A portion of the library; count on the stated rates, not on these rows.

SMILES	NOD1 inhibition	KOR beta-arrestin-1	KOR beta-arrestin-2	HIV peptide binding	Siah-1 displacement	GPR55 activation	AID2073	GPR35 antagonists	GPR55 LPI antagonism
COc1cc(C(=S)N2CCOCC2)ccc1OC(=O)c1ccccc1[N+](=O)[O-]	-32%	0.8%	-46%[20 µM]	-0.5%	1%	0.4%	-6%	-8%	2%
CCC(=O)N1CCc2cc(Br)cc(S(=O)(=O)Nc3c(C)n(C)n(-c4ccccc4)c3=O)c21	-20%	-1.6%	38%	-0.8%	3%	-0.5%	6%	-4%	9%
COc1ccccc1-n1cc(-c2ccccc2)c2c(=S)nc[nH]c21	19%	-6.0%	1%	-3.3%	-5%	0.7%	-6%	-9%	10%
CC(C)C[C@H](NC(=O)c1nc[nH]c1C(=O)NCc1ccccc1)C(=O)OC(C)(C)C	-11%	-0.1%	18%	0.1%	0%	0.4%	4%	-4%	12%
CC(C)(CO)CN1CCC(n2nccc2NC(=O)C2CCCC2)CC1	-20%	2.6%	5%	-0.1%	10%	0.3%	-1%	-5%	5%
CCc1c(C)nn(C(=O)/C(C#N)=C\N(C)C)c1C	-30%	-1.0%	4%	0.6%	-1%	-0.3%	-2%	-9%	13%
O=C(NNC(=O)c1cccnc1)NC1CCCCC1	-30%	-3.4%	7%	0.7%	-10%	-0.3%	3%	-5%	12%
Nn1c(COc2ccccc2)nnc1SCC(=O)O	-1%	0.4%	16%	1.3%	4%	-0.1%	13%	-2%	-11%
CN1CC(c2ccccc2)C2(SC(=S)N(Cc3ccco3)C2=O)C12C(=O)Nc1ccccc12 (configuration not stated)	5%	-5.8%	-10%	-0.1%	-2%	0.1%	-5%	-3%	6%
Cc1ccc(C2=NN(C(=O)CCC(=O)O)C(c3cccc([N+](=O)[O-])c3)C2)cc1 (configuration not stated)	-6%	4.8%	-34%[20 µM]	1.5%	2%	-0.3%	13%	-9%	2%
CC(C)C(OC(=O)c1ccco1)C(=O)NC1CCCCC1 (configuration not stated)	-3%	-7.6%	-11%	2.5%	-2%	-0.3%	2%	8%	-3%
O=C(NCCCN1CCCCCC1)c1cc2c(=O)oc3ccccc3c2s1	-28%	0.4%	-14%	-2.2%	1%	0.1%	-6%	7%	8%

The final six records of the section before come first, to join the parts:
SMILES	NOD1 inhibition	KOR beta-arrestin-1	KOR beta-arrestin-2	HIV peptide binding	Siah-1 displacement	GPR55 activation	AID2073	GPR35 antagonists	GPR55 LPI antagonism
O=C(NNC(=O)c1cccnc1)NC1CCCCC1	-30%	-3.4%	7%	0.7%	-10%	-0.3%	3%	-5%	12%
Nn1c(COc2ccccc2)nnc1SCC(=O)O	-1%	0.4%	16%	1.3%	4%	-0.1%	13%	-2%	-11%
CN1CC(c2ccccc2)C2(SC(=S)N(Cc3ccco3)C2=O)C12C(=O)Nc1ccccc12 (configuration not stated)	5%	-5.8%	-10%	-0.1%	-2%	0.1%	-5%	-3%	6%
Cc1ccc(C2=NN(C(=O)CCC(=O)O)C(c3cccc([N+](=O)[O-])c3)C2)cc1 (configuration not stated)	-6%	4.8%	-34%[20 µM]	1.5%	2%	-0.3%	13%	-9%	2%
CC(C)C(OC(=O)c1ccco1)C(=O)NC1CCCCC1 (configuration not stated)	-3%	-7.6%	-11%	2.5%	-2%	-0.3%	2%	8%	-3%
O=C(NCCCN1CCCCCC1)c1cc2c(=O)oc3ccccc3c2s1	-28%	0.4%	-14%	-2.2%	1%	0.1%	-6%	7%	8%
O=S(=O)(c1ccccc1)N1CCN(C(=S)Nc2ccc(Br)cc2)CC1	-19%	-0.4%	-13%	-0.4%	-3%	-0.1%	-50%	-6%	0%
CCNC(=S)Nc1cc(OCC)c(NC(=O)c2ccco2)cc1OCC	-6%	-1.7%	19%	-1.2%	7%	-0.3%	-19%	8%	0%
O=C(NCCC1=CCCCC1)C1CCCN(S(=O)(=O)c2cccc3cccnc23)C1 (configuration not stated)	14%	-6.1%	13%	4.7%	2%	-0.1%	-1%	-9%	9%
NC(=O)CSc1nnc(COc2ccccc2)n1Cc1ccco1	-23%	1.3%	-38%[20 µM]	0.3%	1%	0.2%	-5%	11%	-1%
CCC1Oc2ccccc2N(CC(=O)NCCCN2CCCC2)C1=O (configuration not stated)	-18%	-2.4%	-31%	0.4%	3%	-0.1%	-5%	3%	11%
COC(=O)c1ccccc1C(=O)N1CCCC(CCC(=O)NCc2ccc(F)c(F)c2)C1 (configuration not stated)	-20%	x	-19%[20 µM]	-1.5%	4%	-0.1%	23%	2%	7%
CC(=O)c1ccc(N2CCN(S(=O)(=O)c3c(C(=O)N4CCCC4)c(C)n(C)c3C)CC2)cc1	5%	3.5%	-64%	0.4%	-1%	0.5%	0%	0%	-9%
COc1ccc(Cl)cc1C(=O)Nc1cc(=O)n(C)c(=O)n1C	-4%	-1.3%	38%	-1.9%	6%	-0.1%	13%	1%	-6%
O=C1Nc2ccccc2/C1=C/c1ccccc1Cl	3%	-4.3%	22%	-1.0%	0%	-0.1%	4%	15%	15%
CCc1nnc(NC(=O)CSc2nnc(-c3ccc(S(=O)(=O)N4CCCC4)cc3)n2CC)s1	-3%	0.4%	6%	0.2%	-2%	0.5%	4%	2%	-8%
Cc1ccc(-n2c(CNc3ccc(F)cc3)nnc2SCC(=O)N2CCOCC2)cc1	-26%	-2.5%	36%	1.6%	10%	-0.1%	-4%	-8%	13%
CC(C)CC(=O)NC(NC(=S)Nc1sc2c(c1C#N)CCCC2)C(Cl)(Cl)Cl (configuration not stated)	64%*	3.5%	18%	24%	-2%	-0.1%	-16%	24%	-15%
CNC(=O)COc1ccc(S(=O)(=O)Nc2ccc(C)cc2)cc1	-10%	0.3%	17%	-0.6%	14%	-0.3%	3%	-2%	4%
COc1ccc(-c2cc(C(=O)Nc3cc(C)on3)no2)cc1OC	-15%	-4.8%	-11%	1.7%	3%	-0.3%	13%	-8%	14%
Cc1cc(N2CCOCC2)ccc1/C=C1\SC(=O)N(C(C)C)C1=O	-47%	-0.4%	-3%	2.9%	0%	0.6%	1%	20%	26%
O=C(Nc1ccc(F)cc1F)c1sccc1SCc1cccc(C(F)(F)F)c1	17%	3.1%	-7%	3.4%	-2%	-0.1%	3%	11%	9%
O=C1C=C(NNC(=O)c2ccncc2)CC(c2ccccc2)C1 (configuration not stated)	-49%	-3.8%	7%	8.4%	-4%	0.0%	9%	2%	-1%
Nc1c(Cl)cc(NC(=O)c2ccccc2C(=O)O)cc1Br	-30%	1.5%	-16%	-2.3%	8%	-0.2%	-7%	18%	-1%
O=c1cc(O)n(-c2ccc(Cl)cc2)c(=S)[nH]1	0%	-1.9%	9%	-0.2%	4%	-0.1%	-7%	2%	15%
O=C(N/N=C\c1ccc(S(=O)(=O)O)o1)c1ccc2c(c1)OCO2	-25%	6.3%	-22%	0.9%	4%	0.2%	54%	-12%	22%
CCCCn1nc(NC(=O)CCC)c2cc3cc(OC)ccc3nc21	-10%	-0.4%	-46%	0.1%	-2%	1.1%	4%	-14%	-6%
COC(=O)c1ccc(C2C(C(=O)c3cc4ccccc4o3)=C(O)C(=O)N2c2cc(C)on2)cc1 (configuration not stated)	-15%	2.5%	14%	58%	1%	-0.2%	25%	2%	16%
COC(=O)Cc1c(O)ccn(Cc2cccc3ccccc23)c1=O	3%	-1.4%	-24%	0.3%	0%	0.0%	3%	5%	-8%
O=C(COc1ccccc1)N1CCN(C(=O)c2ccc([N+](=O)[O-])cc2)CC1	-42%	x	-26%[20 µM]	-0.7%	-1%	-0.1%	0%	10%	-8%
CCc1ccc(CNC(=O)C2CCCN(c3nn4c(=O)cc(C)nc4s3)C2)cc1 (configuration not stated)	-10%	-4.9%	2%[20 µM]	0.4%	-4%	0.0%	-1%	11%	9%
COc1ccc2oc(C(=O)OCC(=O)Nc3ccccc3)c(C)c2c1	-36%	3.9%	1%	4.4%	1%	0.0%	10%	-4%	7%
O=C(/C=C/c1ccccc1)NC(=S)NNS(=O)(=O)c1ccccc1	-12%	x	-35%[20 µM]	9.9%	-11%	0.2%	-6%	-3%	21%
c1ccc(-c2cn(-c3ccccc3)c3[n+]2CCCS3)cc1	-4%	-0.5%	25%	0.7%	3%	0.5%	-7%	4%	-11%
O=C1c2ccccc2C(=O)C1c1ccncc1	-28%	-2.9%	20%	3.3%	4%	-0.1%	4%	-3%	-1%
COC(=O)C1C(c2ccccc2)C(C(=O)OCc2ccco2)C1c1ccccc1 (configuration not stated)	-32%	2.1%	-22%	0.2%	-5%	-0.3%	-2%	-3%	16%
Cc1cccc(CCNC(=O)c2nnc(Cc3ccc(Cl)cc3)o2)c1	-12%	1.0%	18%	3.9%	9%	-0.2%	0%	-18%	13%
O=C(NNc1ccccc1F)c1ccccc1	-11%	-2.1%	-14%	0.0%	-1%	0.0%	-25%	-14%	2%
COc1ccc(NC(=O)c2c(C)nn(-c3ccccc3)c2Cl)cc1	-16%	-2.6%	9%[20 µM]	-1.4%	2%	0.0%	11%	2%	3%
O=C(Nc1c2c(nn1-c1ccccc1)CS(=O)(=O)C2)c1cc2ccccc2o1	-14%	1.0%	-4%	-0.7%	-1%	0.3%	2%	3%	u
CCc1nc2ccccc2n1CC1CC1(Cl)Cl (configuration not stated)	5%	-3.7%	-12%	-1.0%	-3%	0.2%	-8%	2%	4%
Cc1c2cnn(CC(=O)NCCCN3CC(C)CC(C)C3)c(=O)c2c(C)n1Cc1ccccc1Cl (configuration not stated)	-16%	2.4%	-11%	-0.6%	42%	0.3%	5%	-9%	-8%
N#CCN1CCN(CC(=O)Nc2ccc(OCc3ccccc3)cc2)CC1	-20%	-1.7%	-12%	0.8%	2%	0.3%	9%	-2%	-1%
CN1CCc2c(sc(N)c2C(N)=O)C1	-27%	-0.9%	-21%	7.1%	-4%	-0.1%	8%	4%	-7%
C[C@H]([C@H](O)c1ccccc1)N(C)C(=O)CN	-16%	-1.2%	-2%[20 µM]	0.6%	0%	-0.1%	4%	-3%	-2%
COCc1cccc(NC(=O)CCc2ccccc2)c1	-40%	-5.0%	4%[20 µM]	-1.8%	7%	0.2%	4%	-22%	2%
c1coc(-c2nnc(-c3ccc4c(c3)OCO4)o2)c1	-51%	-3.0%	19%	-1.2%	2%	0.2%	30%	-10%	8%
CCOC(=O)c1c(CN2CCC(C)CC2)oc2ccc(OC)cc12	13%	-5.2%	23%	-1.0%	-4%	0.2%	10%	5%	4%
